Bioassay records: PubChem, National Center for Advancing Translational Sciences (NCATS)
Pin1 inhibitor: qHTS Assay to Find Inhibitors of Pin1; Peptidyl-prolyl cis-trans isomerase NIMA-interacting 1 (Homo sapiens), Q13526; Pin1 FP peptide displacement, HiFluor488, 10 min; Potency, µM (titrated, usually from 115 µM), for inactives: at the highest dose activity, negative = inhibition, most hits filed as inhibitors; hit rate 0.009% among 390,000; AID 504891, 2011; active = well fitted inhibition curve with a large enough effect in the polarisation, with a control signal flat, not every such curve was filed as active; inconclusive = small, poorly fitted or top-dose-only effect, or effect the other way, or a change in a side signal; inactive = no such curve, though single readings can be large or run the other way; the % refers to the polarisation; also: % is scaled to controls: 0 for no effect and ±100 for the full control effect
12-LOX inh: Primary qHTS assay for inhibitors of human arachidonate 12S-lipoxygenase (ALOX12): Round 2. Polyunsaturated fatty acid lipoxygenase ALOX12 (Homo sapiens), P18054. purified 12hLO, xylenol orange hydroperoxide absorbance. Potency, µM (doses to about 108 µM), without a hit: at the highest dose activity change, negative = inhibition, most hits filed as inhibitors. hit rate 1.1% among 580,000. AID 1671190, 2021; also: % is scaled to controls: 0 for no effect and ±100 for the full control effect
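Hydroperoxide product was detected by ferrous iron/xylenol orange as the 573 to 405 nm absorbance ratio. Arachidonic acid at 40 uM (final) was turned over for 30 min at room temperature by 150 nM human 12hLO, pH 7.0 Hepes buffer, after 15 min compound preincubation.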
GLS inhibitor: qHTS for Inhibitors of Glutaminase (GLS). hit rate 0.21% among 410,000. Glutaminase kidney isoform, mitochondrial (Homo sapiens), O94925. GLS enzymatic activity, qHTS titration. Potency, µM (doses to about 45.5 µM), for the others: at the highest dose activity change, negative = inhibition, usual class: inhibitors; also: % is scaled to controls: 0 for no effect and ±100 for the full control effect
Target sequence (O94925 whole entry, looked up, canonical isoform): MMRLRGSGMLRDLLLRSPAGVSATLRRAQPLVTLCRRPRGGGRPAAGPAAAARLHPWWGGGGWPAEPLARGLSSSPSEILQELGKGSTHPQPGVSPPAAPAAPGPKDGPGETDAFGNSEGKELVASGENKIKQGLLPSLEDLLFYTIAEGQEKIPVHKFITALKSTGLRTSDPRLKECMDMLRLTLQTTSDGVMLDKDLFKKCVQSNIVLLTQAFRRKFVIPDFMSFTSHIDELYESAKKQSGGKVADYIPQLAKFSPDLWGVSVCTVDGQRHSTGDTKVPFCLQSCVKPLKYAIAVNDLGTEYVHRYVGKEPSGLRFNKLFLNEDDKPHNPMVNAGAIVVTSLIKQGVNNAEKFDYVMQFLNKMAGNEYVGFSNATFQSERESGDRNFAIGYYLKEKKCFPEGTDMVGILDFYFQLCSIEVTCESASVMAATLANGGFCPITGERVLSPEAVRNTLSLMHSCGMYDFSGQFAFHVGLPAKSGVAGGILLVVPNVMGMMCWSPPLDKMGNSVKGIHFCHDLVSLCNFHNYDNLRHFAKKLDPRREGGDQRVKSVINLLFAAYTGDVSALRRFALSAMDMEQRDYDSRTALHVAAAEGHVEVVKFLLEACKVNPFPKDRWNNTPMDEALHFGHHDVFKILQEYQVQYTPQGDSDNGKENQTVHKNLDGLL
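Human kidney-isoform GLS in 45 mM KH2PO4 pH 8.2, 0.02% Tween-20, with compound, started with 1mM L-Glutamine (added stock). Glutamate oxidase/HRP/Amplex red coupled fluorescence read at start and after 30 min at RT.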
HP1b binding inh: HTS for Inhibitors of HP1-beta Chromodomain Interactions with Methylated Histone Tails. hit rate 0.56% among 390,000. Potency, µM (top dose mostly 114 µM), inactives show at the highest dose activity change, negative = inhibition, hits mostly inhibitors. Chromobox protein homolog 1 (Homo sapiens), P83916. AlphaScreen HP1-beta / biotin-H3K9me3 peptide binding; also: nearly all actives have a fitted effect of over 70% in size; inactives centre near 23
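Compound inhibition of the preformed complex between 50 nM HP1-beta and 50 nM biotinylated H3K9me3 peptide was read by AlphaScreen. Buffer was PBS pH 7.4 with 0.01% Tween-20. Incubations ran 30 min at room temperature, with 10 ug/mL donor/acceptor beads.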
Tb PGK inh: qHTS Assay to Find Inhibitors of Phosphoglycerate Kinase; PGK/GAPDH coupled, Kinase-Glo luminescence, 60 min; Phosphoglycerate kinase, glycosomal (Trypanosoma brucei brucei), P07378; hit rate 0.043% among 380,000; Potency, µM (doses to about 57.5 µM), for inactives: top-dose activity change, negative = inhibition, actives largely listed as inhibitors; also: % is scaled to controls: 0 for no effect and ±100 for the full control effect; nearly all actives have a fitted effect of over 60% in size
Target sequence (P07378 whole entry, looked up): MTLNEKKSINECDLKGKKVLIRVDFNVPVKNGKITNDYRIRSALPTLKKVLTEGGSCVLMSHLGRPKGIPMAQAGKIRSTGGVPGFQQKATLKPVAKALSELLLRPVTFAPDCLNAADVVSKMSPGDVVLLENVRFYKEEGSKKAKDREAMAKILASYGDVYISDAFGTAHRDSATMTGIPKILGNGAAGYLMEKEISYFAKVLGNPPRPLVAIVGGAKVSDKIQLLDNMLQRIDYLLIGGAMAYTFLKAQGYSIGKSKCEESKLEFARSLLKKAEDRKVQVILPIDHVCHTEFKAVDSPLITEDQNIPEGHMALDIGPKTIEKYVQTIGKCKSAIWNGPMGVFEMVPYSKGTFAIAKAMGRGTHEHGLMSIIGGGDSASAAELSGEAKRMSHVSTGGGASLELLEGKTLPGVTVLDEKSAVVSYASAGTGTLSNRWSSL
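Luminescent ATP detection (Kinase-Glo Plus) follows a 60-minute room-temperature incubation, with wells lacking PGK as controls. Buffer: 100 mM TEA (pH 7.6), 5 mM MgCl2, 0.01% Tween-20. Coupling enzyme GAPDH (100 nM final) supplies unstable 1,3-BPG in-well.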
JMJD2A Tudor: qHTS Assay for Inhibitors of JMJD2A-Tudor Domain; AID 504339, 2011; AlphaScreen JMJD2A-Tudor / H3K4me3 peptide binding; hit rate 4.4% among 390,000; Potency, µM (top dose mostly 114 µM), inactives show at the highest dose activity change, negative = inhibition, hits mostly inhibitors; Lysine-specific demethylase 4A (Homo sapiens), O75164; also: % is scaled to controls: 0 for no effect and ±100 for the full control effect; nearly all actives have a fitted effect of over 50% in size
RGS4 inh: Inhibitors of Regulator of G Protein Signaling (RGS) 4: qHTS; AID 504845, 2011; hit rate 0.039% among 390,000; Transcreener GDP fluorescence polarization, RGS4-accelerated GTP hydrolysis; Potency, µM (doses to about 114 µM), for inactives: at the top dose activity change, negative = inhibition, hits mostly inhibitors; Regulator of G-protein signaling 4 (Homo sapiens), P49798; also: % is scaled to controls: 0 for no effect and ±100 for the full control effect; nearly all actives have a fitted effect of over 75% in size; some results filed as inactive show a strong effect at the top dose
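MLSMR compounds (23 nl, pin-transferred) preincubated 10 min at room temperature with a 500nM (2x) first reagent, then RGS4 at 900nM (2x) plus Transcreener GDP mix added; fluorescence polarization (620/688 nm) read before and after 90 min at 30 °C.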
rTrxR1 inhibitor: qHTS Assay for Inhibitors of Mammalian Selenoprotein Thioredoxin Reductase 1 (TrxR1): qHTS; Thioredoxin reductase 1, cytoplasmic (Rattus norvegicus), O89049; hit rate 1% among 390,000; recombinant rTrxR1, NADPH fluorescence consumption, selenite substrate; Potency, µM (highest dose often 114 µM), without a hit: top-dose activity change, negative = inhibition, usual class: inhibitors; also: % is scaled to controls: 0 for no effect and ±100 for the full control effect; nearly all actives have a fitted effect of over 65% in size
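Rat TrxR1 (90 nM in the dispensed reagent) was pre-reduced with 400 uM NADPH for 5 min at room temperature, then incubated with compound for 15 min. After 400 uM selenite was added, NADPH fluorescence (Ex 340/Em 450 nm) was followed for 8 min.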
ERG Ets-DNA blk: qHTS for Small Molecule Inhibitors of the ERG Ets/DNA interaction. Potency, µM (highest dose often 76.9 µM), for the others: at the top dose FP activity, negative = inhibition, hits mostly inhibitors. AID 624246, 2012. fluorescence polarization, His-ERG Ets domain / labelled DNA. hit rate 0.028% among 370,000. Transcriptional regulator ERG (Homo sapiens), P11308; active = well fitted inhibition curve with a large enough effect in the polarisation, with a control signal flat; inconclusive = small, poorly fitted or top-dose-only effect, or effect the other way, or a change in a side signal; inactive = no such curve, though single readings can be large or run the other way; the % refers to the polarisation;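 also: polarization taken with two DNA probes labelled with fluorescein and Texas red; % of control where 0% means no effect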
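His-tagged ERG Ets domain (1 uM in the protein solution; 300mM KCl, 50mM Tris-HCl, 1mM EDTA, 1mM DTT, pH 7.5) received compound, then a probe mix of 5 nM fluorescein-DNA and 100nM Texas-615-DNA. Fluorescence polarization was read for both dyes.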
* = called active by the depositor; i = inactive; ? = inconclusive; nt = no result given; [ ] = another dose, or the depositor's remark. Unless noted, calls follow the shape of the dose curve; as a rule, active = well fitted curve in the direction sought with a large enough effect; inconclusive = small, poorly fitted or top-dose-only effect, or another doubt; inactive = no such curve, though single readings can be large; an effect the other way counts as inactive or inconclusive. Potency is read from the fitted curve at half-maximal effect. A portion of the library, so the mix of outcomes need not match the whole.

SMILES	Pin1 inhibitor	12-LOX inh	GLS inhibitor	HP1b binding inh	Tb PGK inh	JMJD2A Tudor	RGS4 inh	rTrxR1 inhibitor	ERG Ets-DNA blk
COc1ccc(C(C#N)N2CCC(c3ccccc3)=N2)cc1OC (configuration not stated)	1%	-13%	1%	39%	-13%	-15%	-13%	3.2µM*	19%
CCOC(=O)Cn1nc(-c2ccc(F)cc2)cc(Cc2ccccc2)c1=O	3%	nt	-2%	80%[activator]	-1%	32%	22%	25%	-5%
COc1cccc(NC(=O)C2CCN(S(=O)(=O)c3ccc4c(c3)NC(=O)CO4)CC2)c1	5%	6%	-4%	-1%	-7%	?	11%[11.4 µM]	7%	-7%
CN1CCN(S(=O)(=O)c2ccc3c(c2)C(C)(C)C(=O)N3C)CC1	3%	22%	-1%	36%	8%	-1%	-12%	4%[57.1 µM]	-1%
Cc1ccc(OCc2nc(-c3ccc(C(=O)N4CCN(c5cccc(C(F)(F)F)c5)CC4)cc3)oc2C)cc1	-2%	0%	2%	-2%	-7%	-26%	9%	32%	-1%
CCOC(=O)Cn1c(=O)oc2cc(S(=O)(=O)N3CCCc4ccccc43)ccc21	39%[activator]	?	-4%	50%[activator]	-3%	-7%	16%	29%	12%
CCOC(=O)c1c(N2C(=O)CC(Sc3ccccc3C(=O)O)C2=O)sc2c1CCCC2 (configuration not stated)	2%	16µM*	0%	8%	4%	?	-31%	-21%[57.1 µM]	8%
S=C(c1ccc(-c2ccc(Cl)c(Cl)c2)o1)N1CCOCC1	10%	nt	0%	?	-10%	35µM*	?	28µM*	nt
CCOC(=O)c1ccc(-c2ccc(C(=O)Nc3cccnc3)o2)cc1	24%	?	0%	22%	0%	-24%	-37%	?	-3%
CCN(CC)c1ccc(C(=O)NNC(=O)CCNC(=O)c2ccccc2)cc1	?	2%	2%	32%	-3%	-8%	?	-16%	nt
CN(Cc1cnccn1)Cc1ccccc1OCC(O)CN1CCc2ccccc2C1 (configuration not stated)	-4%	1%	2%	9%	i	-19%	-20%	6%	4%
COc1ccc(CNC(=O)CS(=O)(=O)Cc2nc(-c3ccc(OC)cc3)oc2C)cc1	4%	0%	-3%	50%[activator]	i	-2%	7%	12%	-11%
O=c1c2ccccc2ncn1-c1cccc(Cl)c1	-1%	0%	-13%	21%	i	-4%	-1%	14%[57.1 µM]	-1%
CCN(CC)CC#CCC(O)(c1ccccc1)c1ccccc1	4%	261%[activator]	-15%	2%	-5%	-9%	21%	10%[57.1 µM]	3%
O=c1c2ccccc2nc(-c2ccccc2)n1Cc1ccc(Cl)cc1	?	-5%	9%	32%[activator]	0%	11%	32%	7%[57.1 µM]	-6%
O=C(COC(=O)C1=Cc2ccccc2OC1)NCc1ccc(F)cc1	?	nt	27%	12%[57 µM]	2%	?	0%	-17%	5%
CCCCc1ccc(NC(=S)N2CCCC(C)C2)cc1 (configuration not stated)	0%	?	7%	0%	-4%	-18%	-7%	1%[57.1 µM]	-4%
CCOc1ccc(Cn2cc(F)c(=O)[nH]c2=O)cc1	-4%	0%	1%	30%	-2%	-24%	18%	18%	-5%
O=c1[nH]c2ccc(S(=O)(=O)Nc3cc(Cl)ccc3O)cc2o1	17%	5%	8%	-4%	-2%	?	14%	8%	-13%
O=C(c1ccccn1)N1CCN(S(=O)(=O)c2ccccc2)CC1	-4%	-3%	0%	26%	i	-11%	44%	13%	14%
Cc1ccc(NC(=O)c2nc[nH]c2C(=O)NCCCCNC(=O)c2[nH]cnc2C(=O)Nc2ccc(C)cc2)cc1	0%	7%	-5%	45%[activator]	8%	-19%	11%	3%[57.1 µM]	-2%
COc1ccc(C(=O)Nc2cccc(-c3cn4ccsc4n3)c2)c(OC)c1	7%	-9%	8%	-9%[57 µM]	i	-30%	-9%	18%[57.1 µM]	3%
Cc1cccc(C)c1NC(=S)N(CCCN1CCOCC1)Cc1cccnc1	-2%	0%	0%	18%	-7%	-13%	-13%	14%[57.1 µM]	0%
CCN(CC)S(=O)(=O)c1ccc(NC(=O)CSc2ncnc3ccccc23)cc1	17%	18%	-1%	31%	-2%	-2%	-11%	11%[0.0914 µM]	1%
CCOC(=O)CC1=C(C#N)C(c2cccnc2)C(C(=O)OCC)=C(N)O1 (configuration not stated)	?	4%	4%	-4%	-4%	-11%[11.4 µM]	-15%[11.4 µM]	5%[57.1 µM]	9%
CCOC(=O)C1=C(c2ccccc2)NC(=O)NC1c1cc(OC)c(O)c([N+](=O)[O-])c1 (configuration not stated)	8%	0%	-10%	23%	-3%	-7%	-5%	8%	-3%
O=Cc1[nH]c2ccccc2c1N(C(=O)CCl)c1ccc([N+](=O)[O-])cc1	-5%	40µM*	13%	29%	i	-17%	-9%	11µM*	4%
COc1ccc(C2C(C(=O)N3CCN(c4ccccn4)CC3)CC(=O)N2c2ccc(OC)cc2)cc1 (configuration not stated)	5%	0%	12%	28%	i	-12%	-30%	-2%[57.1 µM]	1%
COC(=O)c1ccc(COC(=O)CCNS(=O)(=O)c2ccc(C)c(C)c2)cc1	-1%	-4%	1%	42%[activator]	9%	5%	-37%	20%	-7%
CCOC(=O)C1=CC[C@H]2c3c(c4ccccc4n3C)C(=O)C1N2C(=O)OC(C)(C)C	-1%	-2%	-10%	30%	i	-25%	-20%	11%[57.1 µM]	-17%

Reformatted in CSV form: 3 of the compounds above.
SMILES,Pin1 inhibitor,12-LOX inh,GLS inhibitor,HP1b binding inh,Tb PGK inh,JMJD2A Tudor,RGS4 inh,rTrxR1 inhibitor,ERG Ets-DNA blk
CCOC(=O)CC1=C(C#N)C(c2cccnc2)C(C(=O)OCC)=C(N)O1 (configuration not stated),?,4%,4%,-4%,-4%,-11%[11.4 µM],-15%[11.4 µM],5%[57.1 µM],9%
CCOC(=O)C1=C(c2ccccc2)NC(=O)NC1c1cc(OC)c(O)c([N+](=O)[O-])c1 (configuration not stated),8%,0%,-10%,23%,-3%,-7%,-5%,8%,-3%
O=Cc1[nH]c2ccccc2c1N(C(=O)CCl)c1ccc([N+](=O)[O-])cc1,-5%,40µM*,13%,29%,i,-17%,-9%,11µM*,4%

Limited to 12-LOX inh and RGS4 inh (2 entries from above):
molecule,12-LOX inh,RGS4 inh
COC(=O)c1ccc(COC(=O)CCNS(=O)(=O)c2ccc(C)c(C)c2)cc1,-4%,-37%
CCOC(=O)C1=CC[C@H]2c3c(c4ccccc4n3C)C(=O)C1N2C(=O)OC(C)(C)C,-2%,-20%

(list continues)
SMILES	Pin1 inhibitor	12-LOX inh	GLS inhibitor	HP1b binding inh	Tb PGK inh	JMJD2A Tudor	RGS4 inh	rTrxR1 inhibitor	ERG Ets-DNA blk
CC(=O)c1c(C)[nH]c(C(=O)OCC(=O)c2ccc3c(c2)NC(=O)CO3)c1C	?	6%	?	35%	9%	-21%	?	13%	4%
COc1cc(NC(=O)c2cc(-c3ccco3)on2)cc(OC)c1OC	23%	6%	5%	-7%	5%	-3%	18%	-16%	3%
Cc1cc(CN(C)C(=O)c2cc(COc3ccc4ncccc4c3)on2)on1	-1%	-11%	-3%	46%[activator]	-2%	-2%	-7%	4%	-1%
CN1CCN(c2ccccc2NC(=O)c2sc3ccccc3c2Cl)CC1	14%	0%	0%	-2%	i	-36%	1%	7%[57.1 µM]	-4%
CCOC(=O)c1[nH]c2ccc(OCC)cc2c1NC(=O)CN1CCN(c2ccccn2)CC1	-3%	0%	21%	7%	-1%	-29%	-8%	17%[57.1 µM]	-5%
CCOC(=O)c1c(C)[nH]c(C(=O)OCCOc2ccccc2C)c1C	2%	0%	2%	20%	-4%	-15%	4%	18%	6%
O=C(O)CCNC(=O)c1ccc(NC(=O)Cc2ccc(Cl)cc2)cc1	-5%	-40%	7%	33%	-8%	3%	-22%	25%[57.1 µM]	5%
COc1ccc(-n2c(SCc3nc(-c4ccc(C)cc4)no3)nnc2-c2ccccc2)cc1	7%	-25%	2%	20%	-3%	-16%	9%	15%	5%
O=C(NCCCN1CCCC1=O)c1ccc(OC(F)(F)F)cc1	1%	6%	2%	27%	3%	-6%	17%	14%[57.1 µM]	-3%
O=C(Oc1cccc([N+](=O)[O-])c1)c1cc(-c2ccccc2)nc2ccccc12	8%	-7%	-17%	3%	i	?	2%	19%	1%
CCOc1ccccc1CN1CCC(n2nccc2NC(=O)CCCc2ccccc2)CC1	-5%	19%	7%	11%	i	-33%	-16%	26%	4%
